Assay outcomes: PubChem BioAssay, National Center for Advancing Translational Sciences (NCATS)
RXFP1 agonist: qHTS Assay for Agonists of the Relaxin Receptor RXFP1. Potency, µM (series often up to 57.5 µM), inactives show top-dose activation, actives largely listed as activators. HEK293T-RXFP1 cAMP TR-FRET, 30 min; response scale: percent of porcine relaxin response, buffer zero. actives 0.3% (n = 370,000). Relaxin receptor 1 (Homo sapiens), Q9HBX9; also: potency is read from the fitted curve at half-maximal effect; % is scaled to controls: 0 for no effect and ±100 for the full control effect; nearly all actives have a fitted effect of over 60% in size; many of its hits are not listed in these tables
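HEK293T cells stably expressing RXFP1 were pretreated with the PDE4 inhibitor Ro 20174, exposed to compounds for 30 min at 37C, lysed, and cAMP was read by TR-FRET. Data normalized to buffer (basal) and 29 nM porcine relaxin (100%).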
PI4K2A inh: qHTS for small molecular inhibitors of PI4K2A; actives 0.13% (n = 420,000); purified PI4K2A, ADP-Glo luminescence, 1 h; hits give low values; AID 1346378, 2018; activity change, negative = inhibition, % at 76.9 µM; Phosphatidylinositol 4-kinase type 2-alpha (Homo sapiens), Q9BTU6; in the data active = activity change below about -50%; inconclusive = mostly about -30% to -49%;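 also: -100% = wells without enzyme as full effect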
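In this quantitative HTS, ADP production by PI4K2A was quantified luminescently after 1 h at ambient temperature; 100 microM adenosine served as plate-quality control.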
TrxR1 substrate: qHTS Assay for Substrates of Mammalian Selenoprotein Thioredoxin Reductase 1 (TrxR1): qHTS. Thioredoxin reductase 1, cytoplasmic (Rattus norvegicus), O89049. actives 0.01% (n = 390,000). AID 588456, 2011. Potency, µM (series often up to 114 µM), inactives show top-dose activity change, negative = substrate turnover. purified TrxR1 substrate turnover, NADPH consumption readout; also: potency is read from the fitted curve at half-maximal effect; % is scaled to controls: 0 for no effect and ±100 for the full control effect; nearly all actives have a fitted effect of over 50% in size
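Rat TrxR1, dispensed at 90 nM, was prereduced with 400 uM NADPH (final) for 5 min at ~22 deg C, then incubated with compound 15 min before 400 uM selenite. A first-read NADPH fluorescence drop versus no-compound background flagged substrates.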
USP1-UAF1 inh: Inhibitors of USP1/UAF1: Primary Screen; Ubiquitin carboxyl-terminal hydrolase 1 (Homo sapiens), O94782; recombinant USP1/UAF1, Ub-Rhodamine cleavage fluorescence; Potency, µM (doses to about 57.1 µM), without a hit: top-dose activity change, negative = inhibition, hits mostly inhibitors; actives 0.23% (n = 390,000); AID 743255, 2014; also: potency is read from the fitted curve at half-maximal effect; % is scaled to controls: 0 for no effect and ±100 for the full control effect; nearly all actives have a fitted effect of over 60% in size; inactives centre near -12
Target sequence (O94782 whole entry, looked up): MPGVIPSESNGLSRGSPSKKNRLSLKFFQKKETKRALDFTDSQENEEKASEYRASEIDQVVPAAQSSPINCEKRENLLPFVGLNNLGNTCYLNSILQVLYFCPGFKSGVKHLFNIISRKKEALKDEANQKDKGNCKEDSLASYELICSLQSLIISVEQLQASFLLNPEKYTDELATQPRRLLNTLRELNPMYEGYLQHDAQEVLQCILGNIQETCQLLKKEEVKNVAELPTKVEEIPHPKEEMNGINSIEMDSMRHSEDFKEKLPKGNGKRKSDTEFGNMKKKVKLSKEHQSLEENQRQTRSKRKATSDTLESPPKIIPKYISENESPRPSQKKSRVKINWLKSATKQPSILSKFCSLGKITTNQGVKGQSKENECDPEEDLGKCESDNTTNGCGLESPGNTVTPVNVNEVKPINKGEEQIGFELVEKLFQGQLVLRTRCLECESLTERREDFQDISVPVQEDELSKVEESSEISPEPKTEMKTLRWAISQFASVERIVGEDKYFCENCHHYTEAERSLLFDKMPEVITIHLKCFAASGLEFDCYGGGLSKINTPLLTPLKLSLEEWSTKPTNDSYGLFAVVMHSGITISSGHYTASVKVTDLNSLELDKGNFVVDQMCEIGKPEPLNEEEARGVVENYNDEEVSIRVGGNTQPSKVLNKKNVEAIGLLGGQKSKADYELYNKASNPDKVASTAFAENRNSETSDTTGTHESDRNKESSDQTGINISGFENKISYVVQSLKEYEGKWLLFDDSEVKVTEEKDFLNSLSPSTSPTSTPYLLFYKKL
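1 nM enzyme complex + cpd, 15 min RT; start with Ub-Rho 150nM final; kinetic fluorescence ex 480/em 540, 6 reads q60 s. Buffer 50mM HEPES pH 7.8, 0.5mM EDTA, 0.1 mg/ml BSA, 1mM TCEP, 0.01% Tween-20.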
Vif-APOBEC3F blk: qHTS for Inhibitors of Vif-A3F Interactions: qHTS; HeLa A3F-eYFP + Vif (tagged APOBEC3F with the HIV-1 protein that degrades it), YFP fluorescence increase; Potency, µM (doses to about 46.1 µM), without a hit: at the top dose activity, negative = active; actives 0.2% (n = 390,000); AID 602313, 2012; also: potency is read from the fitted curve at half-maximal effect; % of control where 0% means no effect; nearly all actives have a fitted effect of over 65% in size
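HeLa cells stably expressing A3F-eYFP plus Vif, plated and incubated overnight at 37 deg C, then exposed to compounds overnight at 37 deg C. Blocked degradation read as raised yellow fluorescence (Ex 488/Em 500-530).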
IDH1 R132H inh: qHTS for Inhibitors of mutant isocitrate dehydrogenase 1 (IDH1): qHTS; Isocitrate dehydrogenase [NADP] cytoplasmic (Homo sapiens), O75874; IDH1-R132H enzyme, NADPH consumption, diaphorase/resazurin fluorescence; Potency, µM (top dose mostly 76.6 µM), without a hit: top-dose activity change, negative = inhibition, most hits filed as inhibitors; actives 0.093% (n = 390,000); AID 602179, 2012; also: potency is read from the fitted curve at half-maximal effect; % is scaled to controls: 0 for no effect and ±100 for the full control effect; nearly all actives have a fitted effect of over 65% in size
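IDH1-R132H (0.5 ug/mL) preincubated 30 min with compound, then NADPH (0.016 mM) and alpha-KG (2 mM) added; 80 min at RT, pH 7.5. Remaining NADPH coupled via diaphorase/resazurin to fluorescence (540/590 nm); concentration-response curves normalized to no-enzyme control.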
GRP78 ERSR act: qHTS for Inducers of the Endoplasmic Reticulum Stress Response (ERSR) in Human Glioma: qHTS. U87-MG GRP78 promoter luciferase reporter, 16 h. Potency, µM, for inactives: top-dose activation, most hits filed as activators. actives 0.02% (n = 420,000). AID 602332, 2012; also: potency is read from the fitted curve at half-maximal effect; series mostly up to about 76 µM; % of control where 0% means no effect; nearly all actives have a fitted effect of over 35% in size
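ERSR induction read as luciferase luminescence (Bright-Glo, 10 min at room temperature) in stably transfected human U87-MG glioma cells exposed to compounds for 16 h, using GRP78 as sensor.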
Vif-APOBEC3G blk: qHTS for Inhibitors of Vif-A3G Interactions: qHTS. DNA dC->dU-editing enzyme APOBEC-3G (Homo sapiens), Q9HC16. HeLa A3G-eYFP + Vif (tagged APOBEC3G with the HIV-1 protein that degrades it), YFP fluorescence, overnight. Potency, µM (series often up to 46.1 µM), for inactives: at the highest dose activity, negative = active, usual class: inhibitors. actives 0.076% (n = 410,000);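 also: potency is read from the fitted curve at half-maximal effect; % is scaled to controls: 0 for no effect and ±100 for the full control effect; nearly all actives have a fitted effect of over 60% in size; hits raise eYFP signal because A3G escapes Vif-driven loss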
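HeLa cells stably expressing Vif and C-terminally eYFP-tagged A3G, seeded overnight at 37 deg C, then exposed to compound by pintool overnight at 37 deg C. Rise in yellow fluorescence (Ex 488/Em 500-530, Acumen) marks blocked Vif-driven A3G degradation.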
LDHA block: qHTS assay for inhibitors of human lactate dehydrogenase; purified LDHA, NADH/diaphorase-resazurin fluorescence; hits give low values; activity change, % (values are at about 110 or 230 µM); actives 0.15% (n = 480,000); L-lactate dehydrogenase A chain (Homo sapiens), P00338; in the data active = activity change below about -30%; inconclusive = mostly about -25% to -30%;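 also: plate controls were DMSO wells for no effect and wells without enzyme for full effect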
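Human LDH5 (2 nM) was incubated with 0.06 mM NADH and 0.2 mM pyruvate for 5 min at room temperature in Tris pH 7.4. Remaining NADH was coupled through diaphorase/resazurin, and resorufin fluorescence was read at 0 and 20 min.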
An asterisk follows results filed as active; ? = inconclusive; . = not tested or not shown; & = joins results of further samples; [ ] = another dose, or the depositor's remark. Unless noted, calls follow the shape of the dose curve; as a rule, active = well fitted curve in the direction sought with a large enough effect; inconclusive = small, poorly fitted or top-dose-only effect, or another doubt; inactive = no such curve, though single readings can be large; an effect the other way counts as inactive or inconclusive. These rows are one share of the data; rates above refer to the full screens.

SMILES	RXFP1 agonist	PI4K2A inh	TrxR1 substrate	USP1-UAF1 inh	Vif-APOBEC3F blk	IDH1 R132H inh	GRP78 ERSR act	Vif-APOBEC3G blk	LDHA block
COC(=O)C1=C(c2ccc(OC)c(OC)c2)C[C@@H]2CC[C@H]1N2C(=O)NCCCOC(C)C	0.6%	3	3%	-24%	5%	9%	-5%	0%	0
O=C(c1ccc2c(c1)OCO2)C1CCCN(Cc2c(F)cccc2Cl)C1 (configuration not stated)	0.0%	2	-7%	-16%	0%	0%	-6%	1%	0
N#Cc1ccc(C(=O)N2Cc3cnnn3-c3ccccc3C2C#N)cc1 (configuration not stated)	.	-2	-2%	-8%	-6%	0%[38.3 µM]	-2%	6%	-6
COc1cc(CCN)ccc1O	1.1%	1	7%	-21%	-3%	4%	-2%&-4%	-1%	-6
CCOC(=O)C1(c2ccccc2)CCN(CCC(=O)Nc2ccc(OC)cc2)CC1	.	2	.	0%	-8%	2%	-3%	2%	-1
CCOc1ccc(N=C2SCCCN2C)cc1	2.5%	2	-9%	-9%	-8%	1%	-3%	2%	?
O=c1c2ccccc2nc(-c2ccccc2F)n1-c1ccccc1	1.9%	-2	1%	-10%	6%	5%	-1%	0%	-4
CCCOP(=O)(O)c1c([N+](=O)[O-])cc(C(F)(F)F)cc1[N+](=O)[O-] (tested in a mixture with another compound)	0.1%	-1	4%	-16%	1%	4%	-3%	0%	-7
C(=NC1CCCCC1)c1c[nH]c2ccccc12	.	-2	2%[57.1 µM]	-18%	4%	-5%	-3%	-2%	-2
C/C=C(\C)C(=O)N[C@@H](c1ccccc1)[C@@H](O)C(=O)O[C@H]1C[C@@]2(O)[C@@H](OC(=O)c3ccccc3)C3[C@](C)(C(=O)[C@H](OC(C)=O)C(=C1C)C2(C)C)[C@@H](O)C[C@H]1OC[C@@]31OC(C)=O (some centres not stated)	0.5%	0	-8%	12%	-4%	-7%	-1%&-2%	-37%	-8
CCC(=O)c1ccc(OC)c(OC)c1	-0.1%	-1	-9%	14%	8%	-3%	-1%	-3%	-4
CC12Cc3cn[nH]c3C=C1CCC1C2CCC2(C)C1CCC2(C)O (configuration not stated)	.	8	-3%	-8%	?	-6%	-2%	-14%	-4
CC(C)CCn1c(=O)c(C(=O)Nc2ccccc2S(N)(=O)=O)c(O)c2ccccc21	-0.4%	2	2%	-3%	-1%	-13%	-4%	-6%	-1
Cc1ccsc1C(=O)C1CCCN(Cc2c(C)nn(C(C)C)c2C)C1 (configuration not stated)	-0.1%	-4	7%	-22%	-1%	3%	1%	0%	-3
COc1ccc(C=O)cc1	0.4%	0	8%	-29%	-1%	-6%	3%	1%	-6
O=C1NC(c2cccnc2)Nc2sc3c(c21)CCCC3 (configuration not stated)	0.4%	-4	24%	-24%	-7%	8%	-2%	2%	0
O=C(CCl)Nc1sccc1C(=O)c1ccccc1	.	4	10%[57.1 µM]	-15%	20%	-10%	?	-4%	-10
Cc1ccc(-n2c(CNCc3ccc(F)cc3)nc3ccccc3c2=O)cc1	0.7%	1	-3%	-23%	1%	2%	5%	2%	0
COc1cc(C)cc2oc(=O)c(CC(=O)N3C[C@H]4C[C@@H](C3)c3cccc(=O)n3C4)c(C)c12	7.3%	3	164%[activator]	13%	-7%	-11%	-1%	-3%	1
CCCCn1c(O)c(C(=O)/C=C/c2ccc3c(c2)OCO3)c(=O)[nH]c1=O	-3.0%	-10	-13%[57.1 µM]	5%	-28%	-13%	-1%	3%	4

A different layout for 4 compounds above:
> CCOC(=O)C1(c2ccccc2)CCN(CCC(=O)Nc2ccc(OC)cc2)CC1
  RXFP1 agonist: .; PI4K2A inh: 2; TrxR1 substrate: .; USP1-UAF1 inh: 0%; Vif-APOBEC3F blk: -8%; IDH1 R132H inh: 2%; GRP78 ERSR act: -3%; Vif-APOBEC3G blk: 2%; LDHA block: -1
> COC(=O)C1=C(c2ccc(OC)c(OC)c2)C[C@@H]2CC[C@H]1N2C(=O)NCCCOC(C)C
  RXFP1 agonist: 0.6%; PI4K2A inh: 3; TrxR1 substrate: 3%; USP1-UAF1 inh: -24%; Vif-APOBEC3F blk: 5%; IDH1 R132H inh: 9%; GRP78 ERSR act: -5%; Vif-APOBEC3G blk: 0%; LDHA block: 0
> O=C(CCl)Nc1sccc1C(=O)c1ccccc1
  RXFP1 agonist: .; PI4K2A inh: 4; TrxR1 substrate: 10%[57.1 µM]; USP1-UAF1 inh: -15%; Vif-APOBEC3F blk: 20%; IDH1 R132H inh: -10%; GRP78 ERSR act: ?; Vif-APOBEC3G blk: -4%; LDHA block: -10
> Cc1ccc(-n2c(CNCc3ccc(F)cc3)nc3ccccc3c2=O)cc1
  RXFP1 agonist: 0.7%; PI4K2A inh: 1; TrxR1 substrate: -3%; USP1-UAF1 inh: -23%; Vif-APOBEC3F blk: 1%; IDH1 R132H inh: 2%; GRP78 ERSR act: 5%; Vif-APOBEC3G blk: 2%; LDHA block: 0

(listing goes on)
SMILES	RXFP1 agonist	PI4K2A inh	TrxR1 substrate	USP1-UAF1 inh	Vif-APOBEC3F blk	IDH1 R132H inh	GRP78 ERSR act	Vif-APOBEC3G blk	LDHA block
O=C(N/N=C/c1c(O)n(Cc2ccccc2)c(=O)[nH]c1=O)c1ccccc1O	-2.3%	3	-19%	?	-1%	-2%	4%	0%	-18
CCOc1ccc(NC(=O)c2cc3c(C)nn(-c4ccccc4)c3s2)cc1	4.7%	0	36%[activator]	-3%	-19%	13%	-1%	-4%	1
Cc1ccc2c(c1)N(C(=O)CCC(=O)N1CCC3(CC1)OCCO3)CCO2	0.0%	3	1%	-19%	-1%	4%	-1%	1%	-5
O=C1NC(=O)C(CCc2ccncc2)(CCc2ccncc2)C(=O)N1Cc1ccccc1	2.5%	14	5%[57.1 µM]	-1%	5%	0%	0%	1%	-11
ClCCNc1nc2ccc(Cl)cc2[nH]1	1.8%	0	4%	-1%	1%	4%	5%	-7%	-1
COc1ccc2c(c1)C(c1ccc(N(CCCl)CCCl)cc1)=NCC2	.	-5	-3%	-8%	5%	-6%	-2%	3%	-6
C=Cn1ccnc1P(=S)(c1nccn1C=C)c1nccn1C=C	0.5%	1	6%	-15%	1%	-1%	-1%	0%	-5
Cc1cc(/C=C/c2cccc3sc(C)[n+](CCCCI)c23)ccc1N(CCCl)CCCl	.	.	-9%	.	.	.	-9%	-18%	-11
C=C1C(=O)O[C@H]2[C@H]1[C@H](OC(=O)CC(=O)O[C@@H]1C[C@@H](C)[C@@H]3C=CC(=O)[C@@]3(C)[C@H]3OC(=O)C(=C)[C@H]13)C[C@@H](C)[C@H]1C=CC(=O)[C@]12C	0.4%	?	8%[57.1 µM]	-6%	-1%	13%	-13%	?	-1
COc1ccc(C(c2ccc(OC)cc2)C(Cl)(Cl)Cl)cc1	0.7%	1	4%	-23%	-15%	14%	-1%&0%&4%	1%	-11
CCCCn1c(O)c(C(CC)=NCc2ccco2)c(=O)[nH]c1=O	0.0%	1	-1%	-16%	1%	0%	-3%	2%	0
OC1(c2ccccc2F)CC2CCC(C1)N2CCN1CCOCC1 (configuration not stated)	-0.8%	10	4%	-10%	-7%	9%	-1%	-16%	-3
Cc1nonc1OCCNc1ccc([N+](=O)[O-])c2cccnc12	0.8%	-1	-18%	-12%	10%	10%	-6%	-11%	-3
O=C(NCc1ccccc1)c1cccc(Nc2nc3ccccc3n3nnnc23)c1	?	3	126%[activator]	-10%	?	1%	-4%	3%	2
Cc1ccc(S(=O)(=O)NC(CC(=O)N2CCC3(CC2)OCCO3)c2ccco2)cc1 (configuration not stated)	1.6%	7	3%[57.1 µM]	2%	-1%	6%	0%	1%	-10
COC(=O)CN1C(=O)C2(C(C(=O)OC)=C(N)Oc3ccccc32)C2=C1CC(C)(C)CC2=O (configuration not stated)	-0.2%	2	3%	-17%	2%	2%	-3%	-1%	6
FC(F)(F)/C(=N\P(=S)(N1CCOCC1)N1CCOCC1)N1CCOCC1	0.7%	-4	5%	-13%	-7%	2%	-5%	2%	5
COC(=O)C1=Nc2ccccc2/C1=C\c1c(O)n(-c2ccc(OC)cc2)c(=O)[nH]c1=O	3.0%	-13	6%	-18%	-9%	4%	-3%	-10%	-43*
O=C(c1cccc(Cl)c1)C1CCCN(Cc2cccc3cnccc23)C1 (configuration not stated)	-1.2%	4	7%[57.1 µM]	?	11%	1%	-6%	-2%	0
CC(C)n1c(/C=C/[C@H](O)C[C@H](O)CC(=O)O)c(-c2ccc(F)cc2)c2ccccc21	0.5%	1	13%	-21%	-5%	-1%	0%&-5%	?	2
